Bioassay records: PubChem BioAssay, several laboratories
HUVEC inhibit = inhibitors of human endothelial cell proliferation. HUVEC proliferation, CellTiter-Glo luminescence, 72 h; stronger effect = lower value. viability, % at 10 µM (by protocol). hit rate 1.1% among 86,000. AID 648;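 active = viability at or below 30%; inactive = viability above 30%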;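 note: 100% = median luminescence of DMSO-only cell control wells on each plate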
ERa SRC1 pot = enhances coactivator binding to human estrogen receptor alpha. coactivator binding (% of control), % at 25.6 µM. hit rate 1.3% among 86,000. TR-FRET ERalpha-LBD/SRC-Cy5 coactivator binding, 2 h; 100 = basal binding, no effect. AID 639. P03372; in the data active = activity above about 200%;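 note: binding measured in presence of low estradiol as agonist stimulus; 0% = peptide alone without receptor and 100% = receptor with peptide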
Target sequence (P03372 whole entry, looked up, the tested form may be a part): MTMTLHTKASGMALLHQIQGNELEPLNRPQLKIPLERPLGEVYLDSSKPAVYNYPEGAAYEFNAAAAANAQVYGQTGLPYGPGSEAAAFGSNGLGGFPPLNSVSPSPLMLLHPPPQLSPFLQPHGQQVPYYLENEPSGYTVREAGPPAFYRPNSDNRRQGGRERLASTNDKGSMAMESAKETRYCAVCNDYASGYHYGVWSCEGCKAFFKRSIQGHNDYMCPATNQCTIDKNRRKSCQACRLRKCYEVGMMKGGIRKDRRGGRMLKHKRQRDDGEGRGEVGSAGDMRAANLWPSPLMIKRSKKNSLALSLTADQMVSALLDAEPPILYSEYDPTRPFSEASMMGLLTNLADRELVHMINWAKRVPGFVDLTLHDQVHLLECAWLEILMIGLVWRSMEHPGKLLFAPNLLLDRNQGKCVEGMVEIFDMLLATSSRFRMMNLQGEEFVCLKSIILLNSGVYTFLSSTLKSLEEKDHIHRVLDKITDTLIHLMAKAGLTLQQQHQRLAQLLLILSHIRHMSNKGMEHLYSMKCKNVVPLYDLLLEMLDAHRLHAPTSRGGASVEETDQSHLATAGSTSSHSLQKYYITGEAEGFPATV
ERa coact inh = blocks coactivator binding to human estrogen receptor alpha | P03372 | hit rate 1.7% among 86,000 | TR-FRET ER-alpha LBD / SRC-1 peptide, estradiol-bound | inhibition, % at 25.6 µM; in the data active = inhibition above about 50%;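 note: 0% = receptor plus peptide control and 100% = peptide only without receptor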
CD11b adhes enh = enhancers of human CD11b/CD18 binding to fibrinogen | hit rate 0.07% among 93,000 | K562 CD11b/CD18 adhesion to fibrinogen, ATPlite luminescence | activation, % at 10 µM | AID 1499;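 active = 10 µM primary screen giving 50% or more activity, confirmed by 40% or more on retest at that dose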; note: strong numbers were not always called active
MT1-MMP txn act = MT1-MMP promoter transcription activation. HT1080 MT1-MMP promoter luciferase reporter, luminescence, overnight; stronger effect = higher value. activation factor at 10 µM. hit rate 0.16% among 86,000;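 active = activation factor of at least 2 for MT1-MMP transcription at 10 µM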
Lung fibro prol = blocks proliferation of human lung fibroblasts; LL 47 human lung fibroblast viability, ATP luminescence; stronger effect = lower value; viability, % at 10 µM; hit rate 1.1% among 85,000; AID 719;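 active = viability at or below 50% in the single dose screen; inactive = viability above 50%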;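 note: compound exposure lasted 72 h before the ATP readout; 100% = median luminescence of untreated cell-only wells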
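Benchmarks: Cell-only wells, no compound | Test system: LL 47 human lung fibroblasts, passage 12 or lower | Input: 1,150 cells/well | Measured by: CellTiter-Glo luminescence measuring cellular ATP | Medium: IMEM, 15% FBS supplement | Schedule: Overnight attachment after seeding, then 72 h compound exposure at 37 °C | Doses: Compound addition at 0.1% DMSO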
H69AR growth 86K = blocks growth of human H69AR lung tumor cells; hit rate 6% among 85,000; viability, % at 10 µM; AID 598; H69AR lung tumor viability, ATP luminescence, 72 h; stronger effect = lower value;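 active = viability at or below 40%; inactive = viability above 40%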;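 note: multidrug resistant small cell line overexpressing MRP-1 efflux transporter; 100% = mean luminescence of untreated control wells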
Smad3 inh = inhibitors of human Smad3 transcription factor binding. P84022. TR-FRET Smad3/Dy647-FoxH1 peptide binding, europium anti-His. inhibition, % at 25 µM. hit rate 0.29% among 88,000;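 active = compounds that reduce the energy-transfer binding signal between the protein and its labelled peptide by more than half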;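 note: 0% = Smad3 plus labelled peptide maximal FRET and 100% = peptide-only background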
ERb SRC1 inh = ER-beta (human) coactivator binding inhibition; Q92731; AID 633; hit rate 1.3% among 86,000; TR-FRET ER-beta LBD / SRC1-Cy5 peptide binding; receptor agonist-loaded with 1 µM estradiol; inhibition, % at 25.6 µM;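 active = compounds whose percent inhibition of the receptor-coactivator binding signal exceeds about 50% in the single-dose screen, limit read from the data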;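 note: 0% = receptor plus peptide wells without compound and 100% = peptide-only wells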
Target sequence (Q92731 whole entry, looked up, the tested form may be a part): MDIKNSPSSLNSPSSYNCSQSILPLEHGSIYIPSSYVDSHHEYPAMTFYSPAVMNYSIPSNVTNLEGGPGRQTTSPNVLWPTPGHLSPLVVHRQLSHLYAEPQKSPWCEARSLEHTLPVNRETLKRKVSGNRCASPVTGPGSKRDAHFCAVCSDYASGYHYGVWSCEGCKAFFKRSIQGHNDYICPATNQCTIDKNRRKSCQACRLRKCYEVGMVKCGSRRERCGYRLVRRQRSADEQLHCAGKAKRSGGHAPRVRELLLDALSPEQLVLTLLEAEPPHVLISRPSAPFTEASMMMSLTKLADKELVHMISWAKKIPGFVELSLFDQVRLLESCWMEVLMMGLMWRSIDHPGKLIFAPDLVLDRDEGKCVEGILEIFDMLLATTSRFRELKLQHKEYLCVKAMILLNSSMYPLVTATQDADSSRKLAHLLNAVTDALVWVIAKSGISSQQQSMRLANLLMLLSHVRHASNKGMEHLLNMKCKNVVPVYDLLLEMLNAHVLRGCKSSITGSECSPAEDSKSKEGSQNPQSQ
* = called active by the depositor; . = no result given; [ ] = dose if it differs, or a comment.

SMILES	HUVEC inhibit	ERa SRC1 pot	ERa coact inh	CD11b adhes enh	MT1-MMP txn act	Lung fibro prol	H69AR growth 86K	Smad3 inh	ERb SRC1 inh
COc1cc(C)c(C#N)c(OC)n1	93	124	-8	-2	1.2	96	90	-6	-5
CCCc1nnc(NC(=O)Cn2c(=O)oc3ccccc32)s1	106	101	-1	3	1.4	106	98	7	-7
CC12/C(=N/O)C3C4CC5C3/C(=N/O)C1C5C42 (centres undefined)	95	127	-1	-4	1.2	96	112	11[fluorescence artefact?]	-6[fluorescence artefact?]
O=C(Cn1cnc2c(nnn2Cc2ccccc2F)c1=O)NCC1CCCO1 (centres undefined)	98	104	-26	.	1	97	95	3	-27[fluorescence artefact?]
Cc1nc2ncnn2c(N2CCCC(C(=O)Nc3ccc4c(c3)CCC4)C2)c1C (centres undefined)	97	103	-1	-4	0.9	77	64	7	-5
Cc1cccc(NC(=O)c2cc(NC(=O)C3CC=CCC3C(=O)O)ccc2N2CCOCC2)c1 (centres undefined)	98	112	-6	.	1	105	92	-10	-7
O=C(OCc1nnc(-c2ccccc2)o1)c1ccc2ccccc2n1	106	112	19	5	1.2	103	89	-2	-1
CCOc1ccc(NC(=O)COc2nsnc2N2CCCCC2)cc1	89	105	5	3	1	95	94	-3	-2
O=C(CC1CCCCC1)NCCCN1CCOCC1	84	87	14	-2	1.1	97	100	12[fluorescence artefact?]	-4
CCOC(=O)N1CCN(C(=O)c2ccc(CNS(=O)(=O)c3ccc(OC)cc3)cc2)CC1	90	102[fluorescence artefact?]	-1	-2	1.3	92	80	6	-4
COc1ccc2c(c1OC)C(=O)N1c3cccc(Cl)c3C(=O)OC21 (centres undefined)	87	123	10	7	1.1	97	.	7	6
N#Cc1nc(-c2cccc3ccccc23)oc1NCCN1CCOCC1	81	105[fluorescence artefact?]	-10	1	1.4	91	76	6[fluorescence artefact?]	-2
O=C(NCc1ccc(Cl)cc1)c1noc2c1CCCC2	103	115	-7	3	1.1	99	105	5	0
CCCCCn1ccc(=N)cc1	98	140	-18	-3	1.1	97	93	-3	-4
CCOCC(=O)Nc1ccc(S(=O)(=O)Nc2ncccn2)cc1	95	113	-14	-3	1.1	101	80	10	-23
Cc1c(C(=O)Nc2ccc3c(c2)OCO3)sc2nc(-c3ccccc3)cn12	80	145	7	0	1.2	98	80	3	5
CCCCn1nnnc1NCc1ccc(N(CC)CC)cc1	93	91	-14	-1	1.2	98	91	11	-9
S=C(Nc1ccc(N2CCOCC2)cc1)Nc1ccc2nc(-c3ccco3)c(-c3ccco3)nc2c1	54	14[fluorescence artefact?]	68*[fluorescence artefact?]	9	.	113	33*	-17	89*[fluorescence artefact?]
Cc1ccc(C(=O)NC(Cc2c[nH]c3ccccc23)C(=O)O)cc1 (centres undefined)	88	96	7	-2	1.1	91	104	-16	-6
COc1ccc(NC2C=CS(=O)(=O)C2)c(OC)c1 (centres undefined)	83	105	-11	4	1.4	92	75	-4	-5

Structures above marked active in ERb SRC1 inh.
mol | ERa SRC1 pot | ERa coact inh | CD11b adhes enh | MT1-MMP txn act | Smad3 inh | ERb SRC1 inh
S=C(Nc1ccc(N2CCOCC2)cc1)Nc1ccc2nc(-c3ccco3)c(-c3ccco3)nc2c1 | 14[fluorescence artefact?] | 68*[fluorescence artefact?] | 9 | . | -17 | 89*[fluorescence artefact?]

Among those listed so far, 2 contain a COOH group:
SMILES	HUVEC inhibit	ERa SRC1 pot	ERa coact inh	CD11b adhes enh	MT1-MMP txn act	Lung fibro prol	H69AR growth 86K	Smad3 inh	ERb SRC1 inh
Cc1cccc(NC(=O)c2cc(NC(=O)C3CC=CCC3C(=O)O)ccc2N2CCOCC2)c1 (centres undefined)	98	112	-6	.	1	105	92	-10	-7
Cc1ccc(C(=O)NC(Cc2c[nH]c3ccccc23)C(=O)O)cc1 (centres undefined)	88	96	7	-2	1.1	91	104	-16	-6

Further results.
SMILES	HUVEC inhibit	ERa SRC1 pot	ERa coact inh	CD11b adhes enh	MT1-MMP txn act	Lung fibro prol	H69AR growth 86K	Smad3 inh	ERb SRC1 inh
CC(=O)c1ccc(NC(=S)NC(NC(=O)c2ccco2)C(Cl)(Cl)Cl)cc1 (centres undefined)	96	75	1	-1	1.5	100	90	1	-3
O=S(=O)(NCc1cccs1)c1cccc2cccnc12	93	113	-5	2	1	99	88	2	-9
Cc1ccc(CSc2nnc(-c3ccncc3)n2C)cc1	111	102	-2	-6	1.1	107	93	5	4
CCN(CC)C(=O)c1c[nH]c2ccc(S(=O)(=O)Nc3cc(C)cc(C)c3)cc2c1=O	94	26	56*	.	1	97	95	9	24
COc1ccc(OCCSc2nnc(-c3ccccc3)n2N)cc1	94	107	-2	-5	1.2	99	97	-7	-2
CC1N/C(=C\C(=O)c2ccccc2)N(O)C1(C)C (centres undefined)	91	109	1	-1	1.4	93	96	1	-1[fluorescence artefact?]
c1ccc(CC2CCN(c3nnnn3-c3ccccc3)CC2)cc1	117	79	3	2	1.1	97	97	9[fluorescence artefact?]	-8[fluorescence artefact?]
CN1CCN(C(=O)c2ccc3c(=O)n4c(nc3c2)CCCCC4)CC1	96	115	-1	.	1	97	96	6	-13
Cc1ccc(NC(=O)COS(=O)c2ccc(C)cc2)cc1 (centres undefined)	87	108[fluorescence artefact?]	-5	-2	1	110	93	1	-4
COc1ccc(C2C(C(N)=O)=C(C)Nc3nc(-c4ccccc4)nn32)cc1OC (centres undefined)	83	126	-6	4	1.2	88	87	-12	-2[fluorescence artefact?]
COc1cccc2cc(C(=O)N3CCc4ccccc43)c(=O)oc12	107	115	0	-6	1.1	109	84	2	-2
N#Cc1c(SCC(=O)N2CCOCC2)nsc1SCC(=O)N1CCOCC1	91	96	-1	12	1.3	99	83	0	2
CC(Sc1nnnn1C)C(=O)Nc1ccccc1-c1ccccc1 (centres undefined)	98	98	-4	-4	1.1	102	105	-2	-2
Cc1cc2cc(CNC(=O)c3ccc(S(=O)(=O)N4CCCC4)cc3)ccc2n1C	97	293*[fluorescence artefact?]	21[fluorescence artefact?]	5	.	106	89	17[fluorescence artefact?]	32[fluorescence artefact?]
COc1ccc2c(c1)c1nc(SCC(C)C)n(CCO)c(=O)c1n2C	81	129[fluorescence artefact?]	22[fluorescence artefact?]	24	1.1	85	81	9	19
c1ccc(CCn2nnnc2C(c2cccs2)N2CCOCC2)cc1 (centres undefined)	93	98	-7	-2	1	96	104	8	3
Cc1ccc(N=C2NC(=O)CS2)cc1	89	102	-18	5	1	104	97	0	-22[fluorescence artefact?]
Cc1ccc(C)c(C2=CSC3=NS(=O)(=O)CCN23)c1	88	104	3	-1	1.8	99	90	-14	1
CC(C)COP(=O)(c1ccc(N(C)C)cc1)C(O)c1ccccc1F (centres undefined)	88	103	2[fluorescence artefact?]	9	1.1	91	89	6[fluorescence artefact?]	-5
COc1ccc(Cl)cc1C(=O)N1CCN(c2ccccn2)CC1	88	98	-1	.	1	94	79	-3	-4
Cc1cc(OCCOc2cccc3cccnc23)cc(C)c1Cl	110	112[fluorescence artefact?]	-14	0	1.1	99	74	11	9
COc1cccc(NC(=O)c2cn(C)c(=O)c3cc(OC)c(OC)cc23)c1	82	128	-9	.	1.1	99	58	-1	-11
O=C(c1cc2cc(Br)ccc2oc1=O)N1CCCC1	96	99	-2	-4	1.1	98	107	12	-3
COc1ccc2c3c(cccc13)OCC2=O	88	80	26	-4	1.1	101	85	1[fluorescence artefact?]	23
Cc1cc(C)n(-c2nc3c(c(=O)[nH]c(=O)n3C)n2C(C)C)n1	106	110	-3	.	1.1	107	105	1	-1
Cc1nn(C(=O)c2c([N+](=O)[O-])cnn2C)c(C)c1Cl	95	115	-2	.	1.2	97	99	4	-9
Cc1ccc2c(c1)nnn2C1CCN(C(=O)C23CC4CC(CC(C4)C2)C3)CC1	97	112	-4	.	1.1	92	57	2	-10
N/C(=N\S(=O)(=O)c1cccs1)c1ccccc1	88	108	-18	-3	1	94	96	1	-25[fluorescence artefact?]
CN1CCN(/C=N/c2c(C#N)cnn2-c2ccccc2)CC1	90	118	7	0	1	96	99	2	5[fluorescence artefact?]
COC(=O)CSc1snnc1-c1ccc(Cl)c(Cl)c1	102	102	-5	1	1.1	104	97	5	-9
Cc1cc(C)cc(-n2cc3c(=O)n(C)c(=O)n(C)c3c2)c1	88	99	-4	.	1	112	77	4	-9
Cc1nn(Cc2ccccc2)c(C)c1NC(=O)CSc1nnc(-c2cc(Cl)ccc2O)n1C	101	58[fluorescence artefact?]	53*	8	1.1	88	50	1	47
CCOC(=O)CSc1nc(N)c(C#N)c(-c2ccc(OCC)cc2)c1C#N	94	187[fluorescence artefact?]	34[fluorescence artefact?]	2	1.2	98	97	25[fluorescence artefact?]	37[fluorescence artefact?]
CC12CCC(=O)N1C(C(=O)OCC(=O)Nc1sccc1C#N)CS2 (centres undefined)	93	37[fluorescence artefact?]	91*[fluorescence artefact?]	-2	1	97	94	14	68*
Cc1cccc(NS(=O)(=O)c2cccc3nsnc23)c1	91	81	17	.	1.2	91	88	-1	-9
Cc1nc2ccccc2c(=O)n1/N=C/c1ccc(N(C)C)cc1	95	94[fluorescence artefact?]	-3[fluorescence artefact?]	-6	1.3	101	95	6	4
CSc1cccc(NC(=O)c2c(Cl)cnn2C)c1	88	118	-21	6	1.3	93	80	3	-26
Cc1ccc(CNC(=O)CCS(=O)(=O)c2cccc3nonc23)cc1	92	102[fluorescence artefact?]	-29	-4	1.1	98	96	6	-29
O=C(O)c1ccc(-c2ccc(O)c(F)c2)cc1	92	119	-2	3	1.1	101	88	5	-12[fluorescence artefact?]
c1ccc2nc3c(nc2c1)[nH]c1ccccc13	88	100	6	-4	1.2	90	56	-2	3

The final two compounds of the part above come first, to join the parts.
SMILES	HUVEC inhibit	ERa SRC1 pot	ERa coact inh	CD11b adhes enh	MT1-MMP txn act	Lung fibro prol	H69AR growth 86K	Smad3 inh	ERb SRC1 inh
O=C(O)c1ccc(-c2ccc(O)c(F)c2)cc1	92	119	-2	3	1.1	101	88	5	-12[fluorescence artefact?]
c1ccc2nc3c(nc2c1)[nH]c1ccccc13	88	100	6	-4	1.2	90	56	-2	3
CC1CCN(C(=O)c2ccc(NC(=O)C3CCCO3)cc2)CC1 (centres undefined)	99	125	-10	13	1.1	90	98	4	-7
CCN1C(=O)CSc2ccc(C(=O)NCc3ccccc3OC)cc21	100	122	1[fluorescence artefact?]	.	1	111	87	-4	0[fluorescence artefact?]
CCCCc1nc(NCCN2CCOCC2)c(C#N)c2c1COC(C)(C)C2	103	80	10[fluorescence artefact?]	0	1.1	97	83	10	-5
CCN1CCN(/C=N/c2nc3c(s2)CCCC3)CC1	99	94[fluorescence artefact?]	6	2	0.4	93	97	-6	5[fluorescence artefact?]
CS(=O)(=O)N(CC(=O)N1CCc2ccccc2C1)Cc1ccc(Cl)cc1	92	102	6	0	1.1	94	85	15[fluorescence artefact?]	-1[fluorescence artefact?]
Cc1nc2ccc(NC(=O)N3CCSCC3)cc2s1	101	94	3	-5	1.3	106	99	-3	-2
CCOC(=O)N1CCC(NC(=O)CS(=O)(=O)Cc2nc(-c3cccc(OC)c3)oc2C)CC1	109	124[fluorescence artefact?]	1	1	1.1	.	96	9	1
COc1ccc(CCN(C)C(=O)CN2C(=O)c3ccccc3S2(=O)=O)cc1OC	103	108	-10	-5	1.1	97	107	-6	8
c1ccc2c(c1)ncn2CCC1CCCCC1	87	93	-10	2	1.2	88	73	7	-10
CCn1nc(C)c(NC(=O)c2cc(Br)ccc2Cl)c1C	97	80	3	0	1.1	99	95	3	7
CCN(CC)c1c2c(c(C#N)c3nc4ccccc4n13)CCC2	92	104	1	.	1.2	87	52	0	3[fluorescence artefact?]
COc1cccc(/C=N/n2cncn2)c1OCC#N	94	117	0	-4	1.3	99	91	-1	-1

Only part of the results is shown. The share of hits here may be higher or lower than overall.
